Screening data deposited in PubChem BioAssay by The Scripps Research Institute Molecular Screening Center.
GPR151 activ: human GPR151 activation | PathHunter beta-arrestin GPR151 cells, luminescence | 650,000 tested, 1% active | activation, % at 11.2 µM | AID 1508602; in the data active = activation above about 4.9%;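 also: 0% = median of compound wells and 100% = cells with positive control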
Target sequence (Q8TDV0 whole entry, looked up): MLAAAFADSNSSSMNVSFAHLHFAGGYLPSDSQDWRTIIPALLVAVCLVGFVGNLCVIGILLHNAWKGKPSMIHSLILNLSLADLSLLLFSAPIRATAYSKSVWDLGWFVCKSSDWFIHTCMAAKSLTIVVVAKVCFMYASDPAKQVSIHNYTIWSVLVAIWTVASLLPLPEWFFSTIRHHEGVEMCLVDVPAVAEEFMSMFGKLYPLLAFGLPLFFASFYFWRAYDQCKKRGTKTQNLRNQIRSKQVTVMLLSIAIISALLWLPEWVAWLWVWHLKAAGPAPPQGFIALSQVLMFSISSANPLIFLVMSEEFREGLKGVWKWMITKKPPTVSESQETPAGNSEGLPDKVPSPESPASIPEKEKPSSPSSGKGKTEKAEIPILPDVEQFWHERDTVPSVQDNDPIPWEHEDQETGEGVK
TEAD-YAP inh: TEAD-YAP interaction inhibition | 640,000 tested, 1.4% active | inhibition, % at 9.12 µM | HEK-TIYL cells, TEAD-Gal4/YAP UAS-luciferase luminescence | AID 1259422; in the data active = inhibition above about 32%;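 also: 0% = median of test compound wells and 100% = reference inhibitor wells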
MITF primary: human MITF inhibition, primary screen; O75030; 650,000 tested, 0.91% active; inhibition, % at 2.6 µM; AlphaScreen MITF homodimerization, bead proximity signal; AID 1259374; in the data active = inhibition above about 50%;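 also: 0% = vehicle wells with protein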
Target sequence (O75030 whole entry, looked up): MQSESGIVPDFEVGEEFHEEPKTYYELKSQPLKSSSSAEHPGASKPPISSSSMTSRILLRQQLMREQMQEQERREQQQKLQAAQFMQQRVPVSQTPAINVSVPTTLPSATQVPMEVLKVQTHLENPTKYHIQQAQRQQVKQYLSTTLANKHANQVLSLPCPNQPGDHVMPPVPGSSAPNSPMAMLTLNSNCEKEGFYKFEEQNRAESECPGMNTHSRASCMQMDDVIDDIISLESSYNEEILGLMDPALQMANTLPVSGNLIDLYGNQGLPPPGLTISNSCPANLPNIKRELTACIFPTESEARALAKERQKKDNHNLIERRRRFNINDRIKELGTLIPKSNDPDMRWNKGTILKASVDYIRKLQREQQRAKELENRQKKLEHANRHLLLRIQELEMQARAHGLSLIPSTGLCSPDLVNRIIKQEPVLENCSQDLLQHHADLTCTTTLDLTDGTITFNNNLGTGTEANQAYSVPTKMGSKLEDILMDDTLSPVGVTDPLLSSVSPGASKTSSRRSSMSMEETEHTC
FBW7 activator: human FBW7 E3 ligase activation, primary screen | 650,000 tested, 0.13% active | Q969H0 | normalized activity (activation), % at 26.1 µM | AlphaScreen FBW7–phospho-cyclin E peptide binding, activator screen | AID 1259310; in the data active = normalized activity above about 1.9%;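 also: purified mutant Fbw7 with reduced substrate affinity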
An asterisk follows results filed as active. Hits appear at their usual frequency; overall some 3.5% were active at least once.

The line under a structure holds: GPR151 activ, TEAD-YAP inh, MITF primary, FBW7 activator
- CCOC(=O)c1nnn(-c2nonc2N)c1-c1ccc2c(c1)OCO2
 : 0.4, 7, 9, 0.2
- CCCSCCCNC(=O)CCC(=O)N1CC(C)Oc2ccc(C)cc21 (stereo not given)
 : -1.0, -4, 11, 0.0
- CC1=C(C(=O)O)N2C(=O)C(NC(=O)c3c(Cl)c(C(F)(F)F)nn3C)C2SC1 (stereo not given)
 : -0.9, 7, 8, -0.1
- CC(=O)Nc1ccc(S(=O)(=O)NC(C)c2ccccc2)cc1 (stereo not given)
 : 0.9, 7, 8, 0.1
- O=C(CN1CCCCC1)N/N=C/c1cccnc1
 : -1.0, 1, -1, -0.1
- COc1cccc(NC(=O)CC[C@H]2CN(Cc3ccccc3)CC[C@H]2N2CCCC2)c1
 : -1.1, 8, -10, 0.0
- O=C(Nc1ccc(N2CCCCC2)cc1)c1ccc(Cl)c([N+](=O)[O-])c1
 : -0.6, 43*, 6, -0.2
- O=C(CN1C(=O)C2C3C=CC(C3)C2C1=O)NCCN1CCCc2ccccc21 (stereo not given)
 : -1.5, 7, 11, 0.1
- Clc1cccc(Nc2c3c(nc4ccccc24)CCC3)c1
 : -0.5, -5, 20, -0.5
- CN1CC[C@H](Oc2ncccc2C(=O)Nc2ccc3[nH]ncc3c2)C1
 : -2.6, 2, -6, 0.3
- COc1cccc(-c2noc(C3CCCN(S(=O)(=O)c4cccc(Cl)c4)C3)n2)c1 (stereo not given)
 : 1.3, -5, -5, -0.1
- C/C(CC(=O)Nc1ccc2c(c1)OCCO2)=N\NC(=O)C(=O)NCC(C)C
 : -0.9, 3, 5, 0.4
- CC(=O)N1CCc2cc(C(=O)CN3CCN(C)CC3)ccc21
 : 0.0, -6, 5, 0.1
- COc1ccc(Cc2nc3sc4c(c3c(=O)n2N)CCCC4)cc1OC
 : -1.7, 29, -3, -0.2
- CCN(CC)C(=O)CN1C(=O)C2(Nc3ccccc3C(=O)N2c2ccccc2)c2cc(Br)ccc21 (stereo not given)
 : 3.3, 5, -3, 0.1
- N#Cc1ccccc1OCC(=O)N/N=C/c1cc2ccccc2nc1Cl
 : 0.1, -5, 20, 0.1
- CC(C)(C)c1ccc(N2CC(C(=O)O)CC2=O)cc1 (stereo not given)
 : 0.1, -2, 13, -0.1
- COc1ccccc1NC(=O)Cn1cnc2sc(C(=O)N3CCOCC3)c(C)c2c1=O
 : -1.6, 7, 13, -0.3
- COc1cccn2c(C(=O)Nc3cccc(N(C)C)c3)c(C(F)(F)F)nc12
 : -0.8, -8, 21, 0.3
- CC1CC(C)CN(c2nc3c(c(=O)n(C)c(=O)n3C)n2Cc2c(F)cccc2Cl)C1 (stereo not given)
 : -0.2, -5, -1, 0.1
- Cc1cc(C)cc(OCC(=O)NCCc2nc3ccccc3[nH]2)c1
 : -0.6, 3, -23, 0.0
- CC(C)C(NC(=O)C(Cc1ccccc1)NC(=O)OCc1ccccc1)C(=O)O (stereo not given)
 : 0.8, -8, -3, 1.0
- O=C(CCC1CCCN(C(=O)CN2CCOC2=O)C1)NCc1ccc(F)c(F)c1 (stereo not given)
 : -0.8, -7, -4, -0.1
- Cc1nnc2sc(-c3cccc(NC(=O)c4ccco4)c3)nn12
 : 0.8, 23, 14, 0.2
- c1ccc(-n2cnc3c(NC4CC4)nc(Nc4ncccn4)nc32)cc1
 : -0.3, 23, -7, 0.1
- O=C(CCC1CCCCC1)Nc1ccc(S(=O)(=O)Nc2ncccn2)cc1
 : -0.9, -5, 11, 0.1
- Cc1nc2ncccn2c1-c1csc(Nc2ccc(N(C)C)cc2)n1
 : -1.7, 52*, 26, -0.1
- COc1ccc(C(=O)NCc2nc(-c3ccc(Cl)cc3)no2)c(OC)c1
 : 1.5, 4, 5, 0.0
- CCCCC(CC)COC(=O)NC(C(F)(F)F)C(F)(F)F (stereo not given)
 : 0.1, -2, 2, 0.0
- CSC1=C(C#N)C(c2ccc(C)o2)C(C(C)=O)=C(C)N1 (stereo not given)
 : -1.4, 8, 18, -0.2
- Cc1ccc(-n2c(Cc3ccccc3)nc3c(cnn3-c3ccccc3)c2=O)cc1C
 : -0.4, -8, -13, 0.5
- C=CCOC(=O)C1C(c2ccc(Cl)cc2)c2c([nH][nH]c2=O)CC1(C)O (stereo not given)
 : 1.2, 6, 6, -0.2
- N#C/C(=C/c1ccccc1)C(=O)Nc1sc2c(c1C(N)=O)CCCC2
 : 2.9, -2, -2, 0.0
- O=C(Oc1ccccc1)n1c(=O)oc2cc(S(=O)(=O)Nc3ccc(F)cc3)ccc21
 : -0.7, 3, 23, -0.4
- Cc1ccc2cc(CCNS(=O)(=O)c3ccccc3)c(=O)[nH]c2c1
 : -0.9, 7, 6, 0.2
- CC(C)(C)c1cc(Cl)ccc1OCCn1ccnc1
 : -0.4, -3, 74*, 0.6
- CCOc1ccccc1CN1CCN(Cc2c(OC)cccc2OC)CC1CCO (stereo not given)
 : -0.2, 5, 6, 0.0
- CCN(CC)C(=O)CN1CCN(c2nc(C)cc(=O)[nH]2)CC1
 : -1.3, 2, 12, 0.2
- Cc1ccc(CNC(=O)C(=O)Nc2cccc(Cl)c2Cl)cc1
 : 1.1, -8, 0, 0.2
- O=C(CCn1c(=O)oc2ccccc21)N1CCOCC1
 : 2.8, -4, -3, -0.1
- COc1ccc(N2C(=O)CC(Sc3nc(N)c(C#N)c(-c4ccc(C)cc4)c3C#N)C2=O)cc1 (stereo not given)
 : 0.9, 0, 4, 0.0
- COc1ccc(-c2nc3s/c(=C/c4cc(OC)c(OC)c(OC)c4)c(=O)n3n2)cc1
 : -2.0, 3, -5, -0.1
- O=C(NCCN1CCOCC1)c1ccnc(-c2ccccc2)c1
 : 2.3, 8, 4, 0.0
- CC(=O)Nc1ccc(C(=O)CSc2ccc(Cl)cc2)cc1
 : -0.3, -38, 9, 0.2
- CCNC(=S)N1CCN(CCN=CC2=C(O)CC(c3ccccc3)CC2=O)CC1 (stereo not given)
 : -0.8, -8, -12, 0.0
- COc1ccc(-c2nc(NCc3cccnc3)c3ncn(Cc4ccc(C(F)(F)F)cc4)c3n2)cn1
 : -0.4, 14, -6, 0.0
- CCNc1nc(OC)nc(Oc2ccc(OCC(=O)OC)nn2)n1
 : 0.0, -1, 0, -0.1
- CC(C)(C)NC(=O)NC(=O)CN1CCN(c2cccc(Cl)c2)CC1
 : 2.0, -5, -12, 0.1
- Cc1nn(CC(=O)NC(C)(C)C)c(C)c1[N+](=O)[O-]
 : 2.6, 4, 3, -0.1
- O=c1c2ccccc2nc(SCc2ccc([N+](=O)[O-])cc2)n1C1CC1
 : -0.8, 0, 6, -0.1
- CCCC(=O)Nc1ccc(NC(=O)c2ccccc2OC)cn1
 : -0.8, -4, 16, 0.3
- COCCNC(=O)COc1ccc(C(C)(C)C)cc1
 : 0.5, -15, 4, -0.1
- COC(=O)CC[C@H]1CN(Cc2cccc(OC)c2OC)CC[C@H]1N1CCN(C)CC1
 : 0.7, 3, -6, 0.7
- COc1ccc(C(=O)CSc2nnc(C(C)NC(=O)c3ccc(Cl)cc3)n2C)cc1 (stereo not given)
 : 1.4, 7, 13, 0.0
- Cc1nnc(NC(=O)CSc2nnc(Cc3ccccc3)n2Cc2ccccc2)s1
 : 1.1, -9, -2, 0.0
- Cc1nc(Cl)cc(N2CCC(C(=O)NCc3ccco3)CC2)n1
 : 0.5, -4, -5, 0.0
- N#C/C(=C\c1cn(CC(=O)NCc2ccco2)c2ccccc12)C(=O)NC1CCCCCC1
 : -0.3, 3, 5, 0.0
- COC(=O)c1nc2nc(-c3ccccc3)cc(C(F)(F)F)n2n1
 : 0.9, 0, -4, 0.1
- CC[C@H](C)[C@@H]1NC(=O)[C@H]2CN(CCc3ccccc3)CCN2C1=O
 : -1.0, 18, 15, 0.1
- O=C(Nc1ccccc1Cl)NC1(C(=O)N2CCC(O)CC2)CCCCC1
 : -1.4, 10, 15, 1.2

(list continues)
The line under a structure holds: GPR151 activ, TEAD-YAP inh, MITF primary, FBW7 activator
- COc1ccc(S(=O)(=O)NCCSCc2ccco2)cc1Br
 : 0.2, -2, 5, 0.1
- COc1ccc(C(=O)N[C@H](C(=O)O)C(C)C)cc1
 : -2.2, -2, -3, 0.0
- Cc1ccc(Nc2nc(C)nc3sc4c(c23)CCC4)c(Br)c1
 : -0.5, 8, -2, -0.1
- Clc1ccc(-n2nnnc2SCc2cn3cc(Br)ccc3n2)cc1
 : -1.2, -5, 14, 1.3
- CCc1cccc(NC(=O)CN(c2ccc(C)cc2)S(=O)(=O)c2c(C)n[nH]c2C)c1
 : -0.8, 6, 14, 0.9
- CCOC(=O)C(Br)C[n+]1ccc(C)cc1 (stereo not given)
 : -0.1, 0, 6, 0.1
- CCOC(=O)c1c(NC(=O)c2ccc(OC)c(S(=O)(=O)N3CCOCC3)c2)sc2c1CCCC2
 : 0.6, 9, 7, 0.5
- COc1ccc(S(=O)(=O)N(CC(=O)NC(C(C)C)C(C)C)c2ccc(C)cc2)cc1OC
 : 0.8, 1, -2, -0.1
- O=C(N/N=C/c1ccc(Cl)c(Cl)c1)C(=O)Nc1cccc(Cl)c1
 : -0.3, -12, 6, 0.1
- Cc1cc(C)c(NC(=O)CSc2n[nH]c(N)n2)c(C)c1
 : 1.8, 3, 6, 0.2
- CN1C(=O)c2cccc(NC(=O)C3c4ccccc4Oc4ccccc43)c2C1=O
 : 2.4, -1, 20, 0.1
- CC(C)(C)NC(=O)COC(=O)C1CCN(S(=O)(=O)c2cccs2)CC1
 : 0.3, 6, -3, -0.1
- Cc1cc(Br)cc2c(C3=c4ccccc4=NC3=O)c(O)[nH]c12
 : 2.2, 2, 13, 0.0
- O=C(NNC(=O)C1COc2ccccc2O1)c1ccc(Br)s1 (stereo not given)
 : -2.3, -9, 2, -0.1
- O=C1/C(=C\c2cccs2)SC(=S)N1CN1CCOCC1
 : 0.0, -1, -6, -0.1
- CCc1ccc(C2C(C#N)=C(N)N(c3ccc(Br)cc3F)C3=C2C(=O)CCC3)s1 (stereo not given)
 : -2.5, -9, 21, 0.2
- O=C(c1csc(-c2cc3ccccc3[nH]2)n1)N1CCN(CCc2ccccc2)CC1
 : 3.1, -5, 1, 0.1
- CCCn1nnc(NC(=O)c2cccc(Cl)c2)n1
 : -0.3, -24, 2, -0.1
- Cc1cc(OC(CN(C)C)CN(C)C)nc2ccccc12
 : -1.4, 0, -2, -0.1
- CC(Sc1nnc(Cc2ccc([N+](=O)[O-])cc2)o1)C(N)=O (stereo not given)
 : -0.1, 1, -7, 0.0
- COC(=O)c1nc2n(n1)C(c1ccc(OC)cc1)C(C(=O)Nc1ccc(C)cc1C)=C(C)N2 (stereo not given)
 : -0.6, -11, 3, 1.2
- CCN1C(=O)/C(=C/c2ccc(OCC(=O)O)cc2)SC1=S
 : -3.3, -16, -12, -0.1
- O=[N+]([O-])c1ccc(N2CCN(Cc3nc(-c4ccc(Cl)cc4)no3)CC2)cc1
 : 0.4, -4, 14, 0.2
- C=CCn1c(O)c(C=NCCCCCC)c(=O)[nH]c1=S
 : -0.9, 6, -5, 0.0
- Cc1ccccc1-c1nc2cc(NC(=O)c3ccc(Cl)cc3)ccc2o1
 : -0.5, -33, -9, -0.3
- CN(C)c1cccc(Nc2nccc(NCCOc3ccccc3)n2)c1
 : 0.6, -2, 17, 0.3
- CCc1cc(C(=O)OC)c(NC(=O)C2CC(=O)NN2Cc2ccccc2)s1 (stereo not given)
 : -0.2, -5, -12, -0.2
- S=C(NCCc1ccc(Cl)cc1)NC1CC1
 : -0.7, -8, 16, 0.0
- CCC(C)NC(=O)c1ccc(C)cc1Cl (stereo not given)
 : 0.2, -15, -15, -0.1
- CCOc1cc(C2NC(C(=O)O)CS2)ccc1OC (stereo not given)
 : -0.5, 7, -6, -0.1
- COc1ccccc1C(=O)N1CCN(C(=O)C(c2ccccc2)c2ccccc2)CC1
 : -0.1, -4, 2, 0.0
- COc1cc(C=C2C(=O)NC(=S)NC2=O)ccc1OCC(=O)NCCc1ccccc1
 : 1.9, 1, 4, -0.3
- Cc1cc2cc(C#N)c(N3CCCN(S(=O)(=O)c4ccc(F)cc4)CC3)nc2cc1C
 : 1.2, -6, -8, 0.3
- COc1cccc(CCC(=O)Nc2cc(F)c(-c3cn[nH]c3)cc2OCCCN(C)C)c1
 : -0.8, 8, 3, -0.3
- COc1ccccc1Nc1ccc(C(=O)N2CC3CC(C2)c2cccc(=O)n2C3)cc1[N+](=O)[O-] (stereo not given)
 : -0.3, 8, -4, -0.2
- O=C(CSc1nnc(NC(=O)c2ccccc2F)s1)NC1CCCC1
 : -0.6, -24, -14, 0.0
